CHRM5 agonist = agonists of human muscarinic M5 receptor (CHRM5); hit rate 0.19% among 360,000; P08912; AID 624037; CHO-K1 hM5 cells, Fluo-8 calcium fluorescence; 0% DMSO wells, 100% maximal acetylcholine response; activation, % at 3 µM;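 active means activation above the run's mean over test compounds plus 3 SD, cut at about 23% in these data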;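 further: signal is peak over basal fluorescence ratio across the kinetic read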
CHRM5 antagonist = blocks acetylcholine activation of human M5 receptor | P08912 | CHO-hM5 cells, Fluo-8 calcium fluorescence, ACh EC80 | inhibition, % at 3 µM | hit rate 0.59% among 360,000 | AID 624040;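 active means inhibition above a per-plate cutoff, the mean of that plate's test compounds plus 3 SD, cut at about 27% in these data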;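 further: 0% = acetylcholine EC80 with DMSO and 100% = DMSO without agonist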
CHRM4 antagonist = blocks acetylcholine activation of human M4 receptor; CHO-hM4 cells, ACh EC80, Fluo-8 calcium fluorescence; inhibition, % at 3 µM; P08173; hit rate 0.73% among 360,000;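 active means inhibition above its plate's cutoff, the mean inhibition of sample wells plus 3 SD, cut at about 27% in these data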;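 further: 0% = acetylcholine EC80 with DMSO and 100% = DMSO without agonist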
Target sequence (P08173 whole entry, looked up): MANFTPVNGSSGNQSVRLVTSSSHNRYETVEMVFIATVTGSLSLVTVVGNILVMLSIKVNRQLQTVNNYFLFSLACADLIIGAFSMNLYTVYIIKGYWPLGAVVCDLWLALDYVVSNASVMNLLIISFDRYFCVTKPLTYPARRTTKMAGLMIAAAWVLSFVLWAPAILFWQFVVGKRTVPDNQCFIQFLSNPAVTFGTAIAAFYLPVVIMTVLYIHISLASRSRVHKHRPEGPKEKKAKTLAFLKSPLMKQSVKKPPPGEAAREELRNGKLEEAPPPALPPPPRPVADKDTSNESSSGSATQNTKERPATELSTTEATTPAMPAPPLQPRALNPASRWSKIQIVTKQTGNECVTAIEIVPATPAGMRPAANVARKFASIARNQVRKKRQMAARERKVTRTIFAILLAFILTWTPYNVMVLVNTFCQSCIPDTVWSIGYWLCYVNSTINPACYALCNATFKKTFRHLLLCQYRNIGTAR
M5 PAM = potentiates acetylcholine response at human M5 receptor | AID 624038 | CHO-K1 hM5, Fluo-8 calcium, ACh EC20 PAM; 0% = ACh EC20, 100% = ACh EC100 | hit rate 0.3% among 360,000 | P08912 | activation, % at 3 µM;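 active means activation above the run cutoff, the mean activation of all test compounds plus 3 SD, cut at about 18% in these data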
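System – CHO-K1 hM5 cells · Compound – 3 µM, single dose · Incubation – compound preincubation 140 s before EC20 acetylcholine addition · Technique – Fluo-8 calcium fluorescence · Measure – Max/basal fluorescence ratio as % of EC20–EC100 ACh window · Benchmarks – low control EC20 acetylcholine (0%), high control EC100 acetylcholine (100%) · Replication – singlicate, one well per test compound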
M4 ag = CHRM4 agonism in calcium assay. activation, % at 3 µM. CHO-K1 hM4/Gqi5, Fluo-8 calcium fluorescence; vehicle 0%, full acetylcholine response 100%. hit rate 0.14% among 360,000;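 active means activation above the run mean over all test wells plus 3 SD, cut at about 32% in these data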;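 further: peak over basal fluorescence ratio per well then scaled between controls; 0% = DMSO wells and 100% = acetylcholine at EC100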
CHRM1 agonist = agonists of human M1 muscarinic receptor; hit rate 0.33% among 360,000; CHO-K1 hM1, Fluo-8 calcium fluorescence, agonist mode; 0% DMSO, 100% acetylcholine EC100; P11229; activation, % at 3 µM;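 active means activation above the run's mean compound activation plus 3 SD, cut at about 16% in these data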;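 further: peak over basal fluorescence ratio within a 140 s kinetic read after compound addition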
CHRM1 PAM = human CHRM1 positive allosteric modulation; P11229; CHO-K1 hM1, Fluo-8 calcium fluorescence, ACh EC20; 0% = ACh EC20, 100% = maximal ACh; activation, % at 3 µM; hit rate 0.088% among 360,000; in the data active means activation above about 19%, passing the limit was not always enough
TAAR1 ag = human TAAR1 agonism. Q96RJ0. CHO RD-HGA16 TAAR1, Fluo-8 calcium fluorescence; vehicle wells 0%, saturating PEA agonist 100%. activation, % at 3 µM. hit rate 0.99% among 360,000;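 active means activation above the mean activation of all test compounds in the run plus 3 SD, cut at about 38% in these data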
Target sequence (Q96RJ0 whole entry, looked up): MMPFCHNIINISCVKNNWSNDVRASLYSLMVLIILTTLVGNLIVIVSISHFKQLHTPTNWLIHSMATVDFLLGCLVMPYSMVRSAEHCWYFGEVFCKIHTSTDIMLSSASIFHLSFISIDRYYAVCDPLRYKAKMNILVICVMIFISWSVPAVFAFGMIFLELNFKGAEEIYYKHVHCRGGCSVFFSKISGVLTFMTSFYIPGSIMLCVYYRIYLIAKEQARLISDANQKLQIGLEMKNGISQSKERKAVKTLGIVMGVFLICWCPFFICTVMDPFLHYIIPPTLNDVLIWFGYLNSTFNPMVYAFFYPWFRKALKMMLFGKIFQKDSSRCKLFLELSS
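Test system: RD-HGA16 (CHO) cells co-expressing Gα16 and hTAAR1 / Benchmarks: DMSO vehicle as 0%, PEA at EC100 as 100% / Repeats: no replicates (n 1) / Measure: % activation from peak over basal fluorescence ratio, DMSO-to-PEA scaled / Timing: 17-24 h plating, Fluo-8 75 min 37 °C, 30 min RT / Technique: kinetic Fluo-8 calcium fluorescence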
M1 antag = human CHRM1 antagonism; P11229; CHO-K1 hM1, Fluo-8 calcium fluorescence, ACh EC80 antagonist; inhibition, % at 3 µM; hit rate 1.3% among 360,000; AID 588852;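 active means percent inhibition above its own plate's cutoff, namely the mean of that plate's compound wells plus 3 SD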;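 further: peak over basal fluorescence ratio during 140 s after agonist addition; 0% = ACh EC80 plus DMSO and 100% = DMSO alone without agonist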
* hit, by the source's call; x = not tested or not shown. These rows are one share of the data. The share of hits here may be higher or lower than overall.

SMILES	CHRM5 agonist	CHRM5 antagonist	CHRM4 antagonist	M5 PAM	M4 ag	CHRM1 agonist	CHRM1 PAM	TAAR1 ag	M1 antag
Cc1ccc(OCC(=O)NC(C)c2ccc(Cl)c(Cl)c2)c([N+](=O)[O-])n1 (stereo not drawn)	-1.3	-3.2	-4.2	-2.3	1.7	-8.9	-2.2	1.3	3.4
COc1cccc(/C=N/NC(=O)CNC(=O)c2ccc(S(=O)(=O)N3CCOCC3)cc2)c1OC	1.8	-3.5	0.8	4.9	2.6	-10.3	-3.3	1.7	0.3
O=C(NC1CCSc2ccccc21)c1ccccc1Cl (stereo not drawn)	-6.4	5.4	-3.1	-0.5	1.2	-5.2	1.0	-1.6	-5.9
Cc1cccc(-n2nc3c(c2NC(=O)C2CC2)CS(=O)(=O)C3)c1C	-4.8	13.1	-2.4	-0.9	0.8	4.1	8.4	0.2	-6.5
Cc1noc(C)c1S(=O)(=O)N1CCCC(C(=O)Nc2ccc(Cl)cn2)C1 (stereo not drawn)	-2.4	6.5	3.0	-9.8	0.4	-1.1	-8.7	12.6	3.5
O=c1[nH]c2ccccc2n2c(C(F)(F)F)nnc12	-1.2	-1.0	-0.7	-0.6	2.7	4.2	3.9	2.6	-6.7
CC(=O)Nc1nc(-c2cccs2)cs1	-5.7	-1.6	3.8	0.8	0.9	-4.1	5.0	4.7	-2.3
O=C(CSc1nnc(-c2ccco2)o1)Nc1cccc([N+](=O)[O-])c1	-1.6	1.8	0.5	-8.5	1.2	1.2	-1.8	2.4	-4.5
Cc1cccc(NC(=O)CCN2CCCC(C)C2)c1 (stereo not drawn)	-6.9	5.7	10.1	9.2	0.2	-7.9	2.7	1.6	-9.1
COC(=O)c1cc(=O)n(CCc2ccccc2)c(=Nc2ccc(F)cc2)s1	-0.1	-0.8	-0.6	-2.7	-0.4	-4.3	-11.0	-1.1	18.0
Cc1cc(F)ccc1NC(=O)c1cnccn1	-2.2	3.7	-7.0	4.4	2.0	-2.4	9.6	1.9	-10.8
COc1ccccc1OCC(=O)NNC(=O)CCCC(=O)NNC(=O)COc1ccccc1OC	0.7	-1.8	0.5	-2.1	1.2	-0.2	4.8	3.4	-10.6
CN(Cc1cccc(F)c1)CC(O)COCc1ccccc1Cl (stereo not drawn)	-3.3	1.5	-11.4	0.8	3.7	-5.3	9.7	4.4	-12.1
Cc1ccc(C(O)c2ncc(-c3ccc4ccccc4c3)[nH]2)cc1F (stereo not drawn)	-1.1	1.4	-8.8	-1.9	4.1	-3.5	2.8	-0.6	-9.9
O=C(OCC(=O)c1ccc(Cl)cc1Cl)c1cnccn1	-3.0	2.2	2.8	3.0	-0.3	-3.4	12.3	-0.9	-12.2
O=C1CC(c2ccsc2)Sc2ccccc2N1 (stereo not drawn)	-3.5	0.5	6.8	5.2	0.7	-3.6	5.9	6.3	-6.0
COc1cccc(C(C)(O)c2nc(-c3cccc(C(C)C)c3)cs2)c1 (stereo not drawn)	0.4	-3.0	-10.3	-3.0	0.4	3.4	15.4	-0.6	-12.6
Cc1c(Cl)cccc1NC(=O)c1cccnc1	-1.8	9.4	-1.4	-4.5	0.3	-1.0	13.5	5.3	-13.8
Cc1cc(C)c(C)c(S(=O)(=O)NCc2ccc(C(=O)N3CCN(C)CC3)cc2)c1C	-4.4	3.6	5.4	0.6	0.4	-6.6	0.9	1.5	-2.9
COC1=CC(=O)OC(c2ccccc2C(F)(F)F)C1 (stereo not drawn)	-1.1	1.7	-2.4	3.5	1.4	x	x	-0.7	x
C=CCc1ccc(OCc2ccc(C(=O)OC)o2)c(OC)c1	-4.2	-4.4	7.9	4.6	-1.9	-4.2	3.1	0.6	-8.1
Cn1cc(C[C@H](NC(=O)OC(C)(C)C)C(=O)N[C@@H](CO)Cc2ccccc2)c2ccccc21	-3.2	8.1	5.3	-6.8	2.4	-4.7	7.2	3.0	-1.2
CCCc1cc(=O)oc2c(C)c(OCC(=O)N3CCC(C(N)=O)CC3)ccc12	-0.2	0.3	-22.4	1.9	0.8	-2.4	7.5	0.2	-14.0
COc1cccc(CC2(CO)CCN(C(=O)NC3CCCCC3)CC2)c1	2.7	10.3	9.8	-11.8	17.3	-4.0	0.0	0.4	3.9
COc1ccc(NC(=O)CN(Cc2ccccc2)S(C)(=O)=O)cc1	0.4	-3.8	5.7	-0.2	1.1	-4.0	-1.3	12.6	1.0
More entries follow:
SMILES	CHRM5 agonist	CHRM5 antagonist	CHRM4 antagonist	M5 PAM	M4 ag	CHRM1 agonist	CHRM1 PAM	TAAR1 ag	M1 antag
CCOc1ccc(-c2cc(C(=O)NCCOC)[nH]n2)c(C)c1	-0.9	-9.4	-9.7	2.8	0.7	-3.3	8.6	-0.8	-17.8
CCOC(=O)N1CCN(C(=O)CSc2ccc(-c3ccccc3OC)nn2)CC1	4.8	6.0	3.3	2.5	-0.8	-5.2	8.0	-1.0	-4.9
CC(C)(CNCc1ccccc1)NS(=O)(=O)c1ccc(Cl)cc1	-6.0	13.3	9.6	-11.3	-0.7	-6.7	-4.2	7.4	9.2
O=C(NCC(=O)N1CCC2(CC1)NCCc1[nH]cnc12)c1cccc(Cl)c1	-2.9	-6.0	-3.7	6.9	0.0	-4.6	7.8	2.1	-8.6
CCOC(=O)[C@]12CCCC=C1N(CCC1=CCCCC1)C(=O)[C@H](CC(=O)NCCCCc1ccccc1)C2	-4.7	2.2	-11.2	-3.8	3.7	x	x	8.0	x
CSCCC(NC(=O)c1cccc(C)c1)C(=O)NNC(=O)c1cccs1 (stereo not drawn)	1.6	9.1	-9.8	-0.9	1.1	-3.3	10.4	18.2	-8.9
COC(=O)c1cn[nH]c1NC(=S)Nc1ccc(C)cc1Cl	5.3	12.1	-1.2	-10.5	13.4	3.6	-4.5	10.1	-2.2
CCCC(c1nnnn1Cc1ccc(OC)cc1)N1CCN(C(=O)c2ccco2)CC1 (stereo not drawn)	-2.0	10.4	14.1	-2.2	2.5	-8.0	7.7	-3.1	-2.9
O=[N+]([O-])c1cccc(NC(=S)N2CCN(S(=O)(=O)c3ccccc3)CC2)c1	-1.4	22.6	20.8	-11.7	7.1	-1.3	-1.1	11.6	1.7
COC(=O)c1c(C)[nH]c(C(=O)C(C)OC(=O)c2cnc(C)cn2)c1C (stereo not drawn)	4.4	1.5	-0.8	7.4	3.2	0.0	6.8	1.7	-6.4
Cc1ccc(OCCNC(=O)CNC(=O)c2ccc(C)c(C)c2)cc1	-4.8	5.1	-10.9	-1.1	0.5	-3.8	6.2	1.9	-13.3
O=S(=O)(NC1=NCCCCC1)c1ccc(Cl)cc1	5.1	-0.8	-9.8	4.4	1.1	-3.5	-3.5	1.1	17.2
O=C(CSc1ccc(Cl)cc1)Nc1ccc(N2CCN(C(=O)c3ccc(Cl)cc3)CC2)cc1	1.5	-7.4	14.0	4.3	2.7	-4.1	1.8	5.8	4.9
CCCCS(=O)(=O)N1CCCC(C(=O)NCCc2ccccc2)C1 (stereo not drawn)	1.7	2.3	-5.3	2.5	1.7	1.6	4.9	0.6	4.0
Cc1ccc(NC(=O)CSc2nc3c(c(=O)[nH]2)CCC3)c(C)c1	-1.8	0.6	-5.4	-1.5	1.1	-1.0	10.2	-0.8	-7.5
CCCCOC(=O)/C(=C\c1ccc([N+](=O)[O-])o1)NC(=O)c1ccccc1	-5.8	4.0	28.6*	-0.9	1.9	-2.5	-3.4	-0.3	3.0
CC(=O)N1CCSc2ccc(S(=O)(=O)NCCc3ccc(Cl)cc3)cc21	5.0	4.9	-24.5	-13.1	17.0	2.1	-7.8	7.8	9.9
CC(C)(C)c1ccc(OCC(O)CN2CCCC2)cc1 (stereo not drawn)	-4.8	-6.4	-10.9	3.3	1.4	-9.8	11.0	2.9	-20.5
COC(=O)c1ccc2nc(-c3ccc(Cl)cc3)c(Cc3cccc(Cl)c3)n2c1	-2.1	9.6	0.7	-11.5	-0.2	x	x	0.4	x
COc1cc(C(C(=O)NC2CCCC2)N(Cc2ccco2)C(=O)c2snc(C(N)=O)c2N)cc(OC)c1OC (stereo not drawn)	0.6	3.4	-19.2	-5.8	13.2	5.4	8.9	10.1	-6.4
CCOC(=O)C1=C(C)N=c2s/c(=C/c3ccccc3)c(=O)n2C1c1ccc(OC)c(OC)c1 (stereo not drawn)	-2.0	2.3	4.7	4.3	0.2	-0.9	10.8	19.0	-32.1
CC(C)=CCC/C(C)=C/CNC(=O)CC1C[C@H](C(=O)N2CCOCC2)[C@@]2(C)c3[nH]c4ccccc4c3CCN2C1=O (stereo partly drawn)	1.3	-1.4	3.5	4.5	-1.1	-3.6	6.2	-1.4	-4.8
CCn1nc(C)c(/C=N/NC(=O)c2ccoc2C)c1C	-1.9	-2.0	4.7	-4.3	1.7	3.4	9.7	20.2	-25.8
Cc1cc(C(=O)N2C(C)CCCC2C)no1 (stereo not drawn)	-6.0	7.5	-14.7	1.1	-0.1	-7.0	12.6	2.1	-20.3
CCc1nn(C(C)C(=O)N2CCN(c3ccc(OC)cc3)CC2)c(=O)c2cc3occc3n12 (stereo not drawn)	-3.4	14.8	-7.2	-4.8	0.3	0.2	11.0	-1.0	-8.3
(next part)
SMILES	CHRM5 agonist	CHRM5 antagonist	CHRM4 antagonist	M5 PAM	M4 ag	CHRM1 agonist	CHRM1 PAM	TAAR1 ag	M1 antag
CCOc1cc(CNCCCN2CCOCC2)ccc1OCC(=O)Nc1cccc2ccccc12	-1.1	5.5	1.4	1.1	1.2	-11.1	8.9	11.8	-6.0
CCOc1ccc(C(C)=O)cc1COc1ccc(-n2cnnn2)cc1	-5.3	1.2	7.5	-11.6	1.9	-4.7	-10.3	10.7	7.2
O=C(Oc1cccc(F)c1)c1ccc2c(=O)n3c(nc2c1)CCC3	6.9	1.6	-21.7	-8.5	8.3	1.6	1.0	5.0	2.1
CCC[C@H]1CN(c2ccccc2)C(=O)[C@@H]1CC(=O)Nc1ccc(Br)cc1	0.8	4.2	-10.1	-3.0	0.6	-2.4	2.1	1.0	-6.8
CCC(=O)Nc1cc(OC)cc(OC)c1	8.7	17.1	0.6	-19.0	16.7	-2.7	-8.1	6.8	20.5
Cc1nc(NC(=O)CSc2nncs2)c(Cl)cc1Cl	-1.2	3.5	9.2	2.1	1.2	-1.3	3.1	-1.2	-27.7

Compound profiles (already shown):
CCOc1cc(CNCCCN2CCOCC2)ccc1OCC(=O)Nc1cccc2ccccc12 across the screens: CHRM5 agonist: -1.1; CHRM5 antagonist: 5.5; CHRM4 antagonist: 1.4; M5 PAM: 1.1; M4 ag: 1.2; CHRM1 agonist: -11.1; CHRM1 PAM: 8.9; TAAR1 ag: 11.8; M1 antag: -6.0
CCC[C@H]1CN(c2ccccc2)C(=O)[C@@H]1CC(=O)Nc1ccc(Br)cc1 across the screens: CHRM5 agonist: 0.8; CHRM5 antagonist: 4.2; CHRM4 antagonist: -10.1; M5 PAM: -3.0; M4 ag: 0.6; CHRM1 agonist: -2.4; CHRM1 PAM: 2.1; TAAR1 ag: 1.0; M1 antag: -6.8
CCOc1ccc(C(C)=O)cc1COc1ccc(-n2cnnn2)cc1 across the screens: CHRM5 agonist: -5.3; CHRM5 antagonist: 1.2; CHRM4 antagonist: 7.5; M5 PAM: -11.6; M4 ag: 1.9; CHRM1 agonist: -4.7; CHRM1 PAM: -10.3; TAAR1 ag: 10.7; M1 antag: 7.2
